Screening data: PubChem, several laboratories
TRAIL sens C8: caspase-8 TRAIL sensitization | NB7+C8 cells + TRAIL, ATPlite viability luminescence | inhibition (viability loss, TRAIL sensitization), % at 10 µM | 1% of 360,000 active;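 active = compounds causing at least 50% loss of cell viability in the single-dose screen, relative to plate controls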
EBV LMP1 NFkB: Epstein-Barr LMP1 NF-kappaB reporter inhibition. LMP1-induced NF-kappaB luciferase reporter cells, luminescence. inhibition, % at 12.5 µM. 0.69% of 350,000 active. AID 504558; in the data active = inhibition above about 41%;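 note: 0% = neutral control wells and 100% = reference inhibitor control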
CF NFkB inh: inhibitors of cystic fibrosis induced NF-kB | KKLEB NF-kB-GFP reporter, PAF-induced, GFP fluorescence overnight | inhibition, % at 5 µM | 0.86% of 360,000 active;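 active = at least 50% inhibition at 5 µM, scaled per plate between neutral and stimulator controls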;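 note: PAF is a Pseudomonas aeruginosa culture filtrate used as stimulus; plate controls were PAF-stimulated DMSO wells for no effect and unstimulated DMSO wells for full effect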
NR5A2 inv ag: suppresses constitutive activity of human LRH-1 | 0.13% of 360,000 active | AID 602396 | inhibition, % at 3.6 µM | O00482 | HEK293T StAR-luciferase reporter, LRH-1 transfected, 24 h;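 active = inhibition above the mean inhibition of all tested compounds plus 3 SD, cut at about 73% in these data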;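 note: 0% = DMSO wells and 100% = reporter-only cells lacking LRH-1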
Target sequence (O00482 whole entry, looked up): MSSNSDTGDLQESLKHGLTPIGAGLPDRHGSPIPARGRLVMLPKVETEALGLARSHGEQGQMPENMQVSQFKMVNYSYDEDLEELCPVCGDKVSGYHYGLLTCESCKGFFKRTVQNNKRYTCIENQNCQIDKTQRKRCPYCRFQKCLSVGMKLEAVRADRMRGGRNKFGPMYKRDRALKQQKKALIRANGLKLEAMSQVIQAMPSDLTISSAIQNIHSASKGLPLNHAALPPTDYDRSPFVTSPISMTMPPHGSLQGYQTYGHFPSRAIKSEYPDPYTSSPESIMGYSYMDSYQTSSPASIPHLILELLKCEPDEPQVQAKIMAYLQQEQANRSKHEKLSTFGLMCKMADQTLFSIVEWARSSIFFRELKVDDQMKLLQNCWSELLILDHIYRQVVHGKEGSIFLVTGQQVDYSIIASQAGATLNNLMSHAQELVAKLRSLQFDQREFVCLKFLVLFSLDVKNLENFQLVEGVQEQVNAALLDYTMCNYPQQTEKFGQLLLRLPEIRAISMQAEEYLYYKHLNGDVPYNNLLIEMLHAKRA
KKLEB tox: counter-screen for CF NF-kB inhibitors: cytotoxicity | 0.36% of 360,000 active | activity change (cytotoxicity), % at 5 µM | KKLEB CF airway cells viability, ATPlite luminescence, overnight; hits give low values; cells stimulated with P. aeruginosa culture filtrate | AID 602141;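 active = corrected activity change at or below -50% at 5 µM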
SRC3 inh: inhibits human SRC3 coactivator; Q9Y6Q9; HEK293 GAL4-SRC3 luciferase reporter, luminescence; inhibition, % at 3.6 µM; 0.17% of 360,000 active; AID 588352;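 active = inhibition above a per-campaign cutoff, the mean of all compounds plus 3 SD, cut at about 60% in these data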;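 note: 0% = DMSO-treated cells and 100% = gossypol-treated cells at 36 µM; higher means less SRC3-driven luciferase light from the GAL4 reporter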
TWEAK-Fn14 inh: TWEAK-Fn14 signaling inhibition. TWEAK-stimulated Fn14 reporter cells, luciferase luminescence, 8 h. inhibition, % at 10 µM. 2% of 360,000 active. AID 1159606; in the data active = inhibition above about 50%
TROY NFkB inh: inhibitors of TROY-dependent NF-kB signaling. Q293 LMP1-TROYcd NF-kB luciferase reporter, 4 h. inhibition, % at 10 µM. 0.98% of 360,000 active. AID 1347056;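 active = compounds whose plate-normalised and pattern-corrected inhibition of the luciferase reporter signal at the single screening dose is 50% or more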
SRC1 inh: inhibitors of human steroid receptor coactivator 1 (SRC1). HEK293 GAL4-SRC1 luciferase reporter, luminescence. 0.12% of 360,000 active. Q15788. AID 588354. inhibition, % at 3.6 µM;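 active = inhibition above the campaign mean plus 3 SD, with each screening campaign given its own cutoff, cut at about 60% in these data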;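 note: 0% = DMSO treated cells and 100% = gossypol at 36 µM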
NR2F2 inh: NR2F2 (human) inhibition, primary screen | P24468 | HEK293T NGFI-A luciferase reporter, luminescence | 0.7% of 370,000 active | inhibition, % at 8.6 µM;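 active = inhibition above a per-plate cutoff, mean inhibition of test wells between control levels plus 3 SD, cut at about 38% in these data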;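 note: cells cotransfected with COUP-TFII expression vector driving the NGFI-A reporter; 0% = median of COUP-TF2 test wells and 100% = reporter-only cells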
Target sequence (P24468 whole entry, looked up): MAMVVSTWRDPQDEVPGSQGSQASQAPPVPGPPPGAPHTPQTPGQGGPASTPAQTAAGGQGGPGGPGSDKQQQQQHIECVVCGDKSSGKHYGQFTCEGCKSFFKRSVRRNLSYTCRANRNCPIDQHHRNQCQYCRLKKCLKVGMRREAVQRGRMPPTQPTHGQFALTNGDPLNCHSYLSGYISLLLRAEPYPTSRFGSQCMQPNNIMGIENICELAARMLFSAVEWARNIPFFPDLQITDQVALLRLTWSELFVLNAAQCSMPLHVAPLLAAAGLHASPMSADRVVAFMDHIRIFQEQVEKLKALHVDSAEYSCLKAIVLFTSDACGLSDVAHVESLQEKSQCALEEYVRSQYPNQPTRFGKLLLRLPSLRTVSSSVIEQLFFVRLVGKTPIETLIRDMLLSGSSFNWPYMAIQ
Shn3 3UTR inh: reduces Shn3 3'UTR luciferase signal in osteoblasts | Clone20 osteoblast Shn3 3'UTR firefly luciferase, 24 h | inhibition, % at 12.5 µM | 0.52% of 360,000 active | AID 588674;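 active = mean inhibition of at least 75% with every replicate also reaching 75%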;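 note: 0% = median of neutral control wells and 100% = pilot-screen positive control compound; some compounds past the cut are filed as inactive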
* hit, by the source's call; nt = no result given. Not all compounds are listed, so the mix of outcomes need not match the whole.

Screens in order: TRAIL sens C8, EBV LMP1 NFkB, CF NFkB inh, NR5A2 inv ag, KKLEB tox, SRC3 inh, TWEAK-Fn14 inh, TROY NFkB inh, SRC1 inh, NR2F2 inh, Shn3 3UTR inh
COCCNC(=O)/C(C#N)=C/c1ccc(OCc2ccccc2)cc1
 : -4, -13, -10, -10, 8, -6, 16, 2, -16, 12, -6
CCOC(=O)CN[C@H]1CCC2C3CC=C4C[C@@H](O)CC[C@]4(C)C3CC[C@@]21C (stereo partly drawn)
 : 29, 7, -5, -29, 17, -9, -10, -3, -9, 3, 1
Cc1c(NC(=S)NC(NC(=O)C(C)(C)C)C(Cl)(Cl)Cl)c(=O)n(-c2ccccc2)n1C (stereo not drawn)
 : -8, -12, -16, 13, 2, 12, 17, 13, -6, 8, -16
Clc1cccc(Cn2ncc3ccccc32)c1
 : -2, 10, 7, 17, -10, 13, 11, -42, 5, -6, -21
CN(C)c1ccc(-c2sc(Nc3ccccc3)n[n+]2-c2ccc(F)cc2)cc1
 : -3, 4, -14, 13, 10, -5, 26, 0, -9, -1, -14
COc1ccccc1NCC(=O)c1ccc(C)c(C)c1
 : -5, 9, -13, 0, 9, 0, 36, 13, 23, -10, 5
COc1cc(CN(C)Cc2ccccc2)cc(OC)c1O
 : -18, 1, 4, 2, 4, -5, 10, -9, -13, -9, 19
CN(Cc1nc2ccccc2c(=O)[nH]1)C(=O)c1cc(C2CC2)nn1-c1ccccc1
 : 1, 2, 7, 12, 4, 23, 25, 1, -14, 2, -19
O=C(O)CCCC(=O)Nc1ccc(Oc2ncnc3cc(Cl)ccc23)nc1
 : 9, 4, -7, 10, 2, 13, -11, 11, -12, -6, 9
O=C(Cn1cc(C(=O)c2ccco2)c2ccccc21)Nc1ccccc1
 : -5, -1, -2, -2, 4, 30, -10, -13, -2, 7, 32
Cc1ccc(C(c2cc(Cl)c3cccnc3c2O)N2CCN(C)CC2)cc1 (stereo not drawn)
 : 10, -17, 39, -5, -28, 9, -2, -3, 2, nt, 84
CC(C)(C)c1ccc(Oc2cccc(C3CC(=O)C(C4NCCc5ccccc54)C(=O)C3n3cncn3)c2)cc1 (stereo not drawn)
 : 4, 1, 6, 2, 0, -12, -4, 14, 9, 8, -4
CC(C(=O)OCC(=O)Nc1cccc(S(=O)(=O)N2CCOCC2)c1)N1C(=O)c2ccccc2C1=O (stereo not drawn)
 : -7, 5, -13, -15, 4, 18, -8, 13, -20, -6, 4
COc1cc(C(=O)NCc2ccccc2)cc(Br)c1OC
 : 2, -3, 3, 0, 4, 11, 4, 2, -9, 11, 9
N#Cc1ccc(C(=O)Nc2cc(C3CC3)nn2-c2ccccc2)cc1
 : -10, -11, 2, 5, 0, 5, -9, -3, -17, -3, -5
CCCc1cc(NCCN(C)C)n2c(nc3ccccc32)c1C#N
 : 3, 2, 3, 20, -2, 4, 3, 1, 9, 14, -5
CN(C)S(=O)(=O)c1cccc(C(=O)OCC(=O)NCc2ccc3c(c2)OCO3)c1
 : -8, -12, -9, 2, -5, -16, 1, -8, 3, 3, -15
Cc1c(-c2nn(C)c(=O)c3ccccc23)oc2ccc(F)cc2c1=O
 : 6, -8, 5, 5, -6, -8, -29, -7, -2, nt, -4
COc1ccc(C2C(C(=O)c3sc(C)nc3C)=C(O)C(=O)N2CCN2CCOCC2)cc1 (stereo not drawn)
 : -11, 9, 2, -1, -2, -20, 0, -14, -18, 5, -7
CCOc1ncccc1C(=O)OCC(=O)N1CCN(S(=O)(=O)c2ccccc2)CC1
 : -21, 1, -4, -24, 14, 1, -15, 8, -11, 13, 16
Cc1cccc(CN(C)CCc2ccccn2)c1
 : -2, 0, 15, 6, 5, -16, -14, 18, -2, -6, 24
CC1Cc2ccccc2N1C(=O)CNc1ccccc1N1CCCCC1 (stereo not drawn)
 : -12, -2, -5, -4, 0, 9, 13, -7, 1, 6, 11
Cc1cc(C)n(-c2ccc(C(F)(F)F)cc2[N+](=O)[O-])n1
 : -1, -1, -4, -3, 5, 18, -58, -6, -2, 6, -2
CCCN(C(=O)COC(=O)c1[nH]c(C)c(C(=O)OC)c1C)c1c(N)n(Cc2ccccc2)c(=O)[nH]c1=O
 : 9, 6, 22, 14, -4, -3, -3, 4, 19, 19, -16
COc1ccccc1N1CCN(CC(C)N(C(=O)C2CCCCC2)c2ccccn2)CC1 (stereo not drawn)
 : 2, 9, -3, 16, 12, 0, 0, -5, -11, -12, 21
CCN(C(=O)COC(=O)c1cn(-c2ccccc2)nc1-c1ccccc1)C1CCS(=O)(=O)C1 (stereo not drawn)
 : 4, -3, -15, -20, 10, -3, -12, -5, 8, 10, 5
O=C(CCC1CCCCC1)Nc1cccnc1
 : -14, 3, 5, -15, 4, 1, -22, -20, -12, 1, -7
CCCCCCCCCCCCC(NC(C)=O)(C(=O)OCC)C(=O)OCC
 : -8, -2, 0, 2, 6, 13, -5, 10, -30, -10, -5
COc1ccc(S(=O)(=O)NCC2CCCN(C(=O)C=C(C)C)C2)cc1 (stereo not drawn)
 : -1, -10, 12, 7, 1, 11, 6, 11, 3, 0, 3
CS(=O)(=O)NCCSc1cc(C(F)(F)F)nc2ccccc12
 : -34, 8, 14, 3, -2, -4, -3, 0, -8, 5, 5
CCN(CC)S(=O)(=O)c1ccc2oc(Nc3ccc4c(c3)OCCO4)nc2c1
 : 15, -23, -2, -25, 3, -2, -97, -9, -8, -16, -11
Oc1c(Br)cc(CNC2CCCCC2)cc1Br
 : -5, -11, -8, 8, -16, -1, -35, 8, 10, -8, -9
O=C(N/N=C/c1ccc2c(c1)OCO2)c1ccn(Cc2ccc(Cl)cc2)n1
 : 10, -15, 22, 13, -3, -7, -9, -4, -6, -23, 0
CN(C)[C@@H]1C(=O)C(C(N)=O)=C(O)[C@@]2(O)C(=O)C3=C(O)c4c(O)ccc(Cl)c4[C@@H](O)[C@H]3C[C@@H]12
 : -5, 2, 28, -14, 4, -12, 1, 7, -19, -7, 9
COc1cc(OC)c(NC(=O)Cc2ccc(OC)c(S(=O)(=O)N3CCOCC3)c2)cc1Cl
 : -7, -2, -32, 5, -9, -43, -17, 16, -2, 7, 19
CCN(CC)C(=O)CSc1nnc(-c2ccccc2)n1-c1ccccc1
 : -18, -1, 5, 4, 10, 7, -2, 5, 8, 7, 3
Cc1ccccc1Oc1cc(-n2ncc(Cl)c(Cl)c2=O)ncn1
 : 97*, 93*, 96*, -8, -100*, 11, 107*, 90*, -284, 0, 96*
CCOc1ccc(S(=O)(=O)NCCC(=O)NCCc2ccc(C(C)C)cc2)cc1
 : 1, 12, 19, -6, -9, -4, 21, 1, -8, 20, 15
Cc1cc(C)c2[nH]c(=O)c(=O)[nH]c2c1
 : -13, 2, -3, 10, -10, 9, -7, 3, -4, 7, -9
Cc1cccc(NS(=O)(=O)c2cc3c4c(c2)C(C)C(=O)N4CCC3)c1 (stereo not drawn)
 : -7, -1, 13, -5, -6, 9, -3, -24, -6, 15, -8
Cc1cccc(OCC(O)CN2C(C)(C)CC(O)CC2(C)C)c1 (stereo not drawn)
 : -1, 1, 7, -7, 2, 2, -6, 8, 3, -3, nt
CCN(Cc1ccccc1)C(=O)Cn1cc2c(n1)CCCC2
 : -14, -2, 3, 27, 5, 4, 2, 5, 5, -2, 1
COc1ccc(C2=NN(C(=O)c3cccs3)C(O)(C(F)(F)F)C2)cc1 (stereo not drawn)
 : -4, -1, 9, -2, 3, -15, -16, -4, -35, 0, 6
O=C(NCc1cccnc1)c1cc(-c2ccccc2)on1
 : 2, 5, -15, -56, 12, -25, -59, -53, -68, 3, -59
CC1=C(C(=O)N2CCOCC2)CC(CC(=O)NCc2cccc3ccccc23)C(=O)N1Cc1ccc(C(C)(C)C)cc1 (stereo not drawn)
 : 11, nt, -40, 1, -4, 11, 15, 7, -6, 18, 13
COc1ccc(N2C(=O)C(Cl)=C(N3CCN(Cc4ccccc4)CC3)C2=O)cc1
 : -8, 0, -11, 37, 10, 17, 3, 11, 9, nt, 13
CC(=O)c1cccc(N(CC(=O)N2CCOCC2)S(C)(=O)=O)c1
 : -4, -17, -1, 0, 8, -27, -11, 9, 8, 14, -1
O=C(CN1CCCCC1)N/N=C/c1ccc(Cl)cc1
 : -16, 6, -20, 6, 0, -16, 2, -29, 1, -17, -10
CC(C)(C)C1CCc2sc(C(=O)NNC(=O)CCl)cc2C1 (stereo not drawn)
 : 88*, -6, -9, -12, 19, -15, -7, -11, -8, 5, -3
Nc1nc(NCc2ccccc2)nc(NCc2ccccc2)c1[N+](=O)[O-]
 : -10, -7, -15, -8, 6, 1, -14, -11, -6, 33, 3
COc1ccc(N2CCN(C(=O)C3CCCN3S(=O)(=O)c3cccc4nsnc34)CC2)cc1 (stereo not drawn)
 : -3, 1, 10, 9, 1, -4, -19, 14, 2, nt, 0
O=C(NCCc1ccccc1)c1noc2c1CCc1ccccc1-2
 : -2, -25, -20, -7, 8, -3, -6, -18, -11, 0, -27
Cc1cccc(-c2c(NC(=O)c3ccco3)oc3c(C)cccc3c2=O)c1
 : -3, -3, -2, 2, -2, 6, -21, -3, 17, 2, 14
COC(=O)c1ccc(-c2nc3cc(Cl)c(N)cc3s2)cc1
 : 83*, 9, -20, -102, -53*, -73, 87*, 71*, -80, -52, 34
CCc1cc(-c2n[nH]c(C)c2Oc2ccc(C(C)C)cc2)c(O)cc1O
 : 7, -4, -37, 15, 29, 2, 12, 15, -5, 12, -5
Cn1c(C2CCCCC2)nc2ccccc21
 : -12, 23, 24, -11, -17, -14, 1, 24, -9, -1, -4
